Source: PubChem
Rin1 Abl inh: inhibitors of Rin1-Abl protein binding, primary screen, biochemical, TR-FRET; inhibition, % at 7.35 µM; AID 588664, 2011; actives 0.4% (n = 360,000); Tyrosine-protein kinase ABL1 (Homo sapiens) + Ras and Rab interactor 1 (Homo sapiens), …; in the data active = inhibition above about 5%, passing the limit was not always enough
MLLE-PAM2 inh: inhibitors of PABP1 MLLE–PAM2 peptide binding, primary screen, biochemical, fluorescence polarization, FITC-PAM2, GST-MLLE | Polyadenylate-binding protein 1 (Homo sapiens), P11940 | inhibition, % at 20 µM | actives 0.36% (n = 360,000); in the data active = inhibition above about 35%, passing the limit was not always enough;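 also: plate controls were DMSO wells with GST-MLLE for no effect and wells lacking GST-MLLE protein for full effect; some results filed as inactive read as strong as hits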
Target sequence (P11940 whole entry, looked up): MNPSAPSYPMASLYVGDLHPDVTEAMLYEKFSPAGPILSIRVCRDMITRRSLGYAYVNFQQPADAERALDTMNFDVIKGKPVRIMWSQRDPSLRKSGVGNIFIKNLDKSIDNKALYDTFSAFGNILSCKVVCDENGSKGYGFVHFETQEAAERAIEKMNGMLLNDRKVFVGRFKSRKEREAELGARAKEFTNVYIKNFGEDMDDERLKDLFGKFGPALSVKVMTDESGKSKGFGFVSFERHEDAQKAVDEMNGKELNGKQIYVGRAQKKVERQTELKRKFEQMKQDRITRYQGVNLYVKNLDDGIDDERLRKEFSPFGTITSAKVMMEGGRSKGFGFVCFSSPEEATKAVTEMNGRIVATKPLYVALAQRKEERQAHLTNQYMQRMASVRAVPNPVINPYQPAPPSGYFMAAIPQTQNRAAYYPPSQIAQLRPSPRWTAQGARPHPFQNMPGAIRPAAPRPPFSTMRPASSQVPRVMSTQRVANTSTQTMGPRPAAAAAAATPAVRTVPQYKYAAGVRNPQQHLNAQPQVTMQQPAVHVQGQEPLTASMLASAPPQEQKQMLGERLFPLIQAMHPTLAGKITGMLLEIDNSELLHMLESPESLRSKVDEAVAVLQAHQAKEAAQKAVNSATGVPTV
NadD block: inhibitors of S. aureus NadD, primary screen, biochemical, colorimetric, uHTS; actives 0.78% (n = 360,000); purified NadD enzyme, colorimetric absorbance read-out; Nicotinate-nucleotide adenylyltransferase NadD (Staphylococcus aureus N315); AID 602399, 2012; inhibition, % at 20 µM; in the data active = inhibition above about 26%; also: some compounds past the cut are filed as inactive
Rpn11 inh: Rpn11 (PSMD14) deubiquitinase inhibitors, primary screen, biochemical, fluorescence polarization, uHTS. human 26S proteasome, Ub4-pepOG fluorescence polarization; 20S core pre-blocked with epoxomicin. AID 588493, 2011. calls only at 20 µM. actives 0.59% (n = 360,000);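 active = inhibition at 20 µM, scaled to each plate's controls, above about 33%, limit read from the data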
Target sequence (O00487 whole entry, looked up): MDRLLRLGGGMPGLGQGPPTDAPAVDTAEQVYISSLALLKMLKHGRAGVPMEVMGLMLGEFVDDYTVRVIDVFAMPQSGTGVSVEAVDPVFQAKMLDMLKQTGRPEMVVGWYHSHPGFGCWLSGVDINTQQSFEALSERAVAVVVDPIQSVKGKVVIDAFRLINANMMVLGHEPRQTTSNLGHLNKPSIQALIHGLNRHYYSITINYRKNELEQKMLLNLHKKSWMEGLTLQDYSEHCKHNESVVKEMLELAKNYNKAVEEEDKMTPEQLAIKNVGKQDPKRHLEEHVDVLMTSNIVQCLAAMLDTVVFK
MT1-MMP act inh: blockers of MT1-MMP proenzyme processing, primary screen, HT1080 RFP-PRO-GFP cells, GFP/RFP fluorescence; Matrix metalloproteinase-14 (Homo sapiens), P50281; GFP/RFP ratio fluorescence, overnight; percent of plate control window, DMSO zero; actives 0.061% (n = 360,000); GFP/RFP ratio change, % at 20 µM; AID 651647, 2012;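 active = GFP/RFP ratio change of at least 30% with cell ATP level not reduced by more than half and red fluorescence within 50% of control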; also: strong numbers were not always called active
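Compound: 20 µM single dose, 1% DMSO / System: HT1080 RFP-PRO-GFP cells / Controls: DMSO and RFP-L50D-GFP cell wells / Read-out basis: GFP/RFP fluorescence ratio / Schedule: overnight compound exposure at 37 °C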
Neddylation inh: inhibitors of cullin neddylation, primary screen, biochemical, TR-FRET, uHTS, NAE and Ubc12 | NEDD8-conjugating enzyme Ubc12 (Homo sapiens) + NEDD8-activating enzyme E1 regulatory … | calls only at 25 µM | actives 0.58% (n = 360,000); in the data active = inhibition above about 36%
SKN-1 inh: suppressors of acrylamide-induced Pgst-4::GFP reporter in worms, primary screen, SKN-1 inhibitor project, whole organism, uHTS, GFP/RFP fluorescence ratio, strain VP596. inhibition, % at 21.8 µM. AID 624304, 2012. C. elegans VP596 Pgst-4::GFP/RFP ratio, 24 h. actives 0.49% (n = 360,000);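 active = interference check ratio from 0.5 to 1.5 plus GFP to RFP signal ratio inhibition reaching or exceeding a fixed threshold, cut at about 30% in these data, passing the limit was not always enough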; also: some compounds called inactive have numbers as strong as hits
CSN inh: inhibitors of CSN-mediated cullin deneddylation, primary screen, biochemical, fluorescence polarization, uHTS; Purified CSN, SCF-Nedd8-OG deneddylation; AID 651999, 2013; actives 0.38% (n = 360,000); inhibition, % at 12.5 µM; COP9 signalosome complex subunit 5 (Homo sapiens), Q92905;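 active = pattern-corrected inhibition above about 35%, with an unprinted fluorescence ratio check between 0.5 and 1.5, limit read from the data, passing the limit was not always enough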;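 also: 0% = enzyme with substrate and 100% = substrate without enzyme; some results filed as inactive read as strong as hits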
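Assay system: purified human Csn5 enzyme expressed in HEK293T cells; measure: % inhibition; also added: SCFSkp2-Nedd8OG substrate at 10 nM final; technique: fluorescence polarization; times: reaction 90 min, room temperature; medium: Tris buffer pH 7.5, NaCl, DTT, Tween-20, trehalose, ovalbumin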
FAS TE block: FAS thioesterase domain inhibitors, primary screen, biochemical, fluorescence intensity, uHTS; AID 602261, 2012; recombinant FAS-TE, OMFH fluorogenic substrate, fluorescence endpoint; actives 0.67% (n = 360,000); Fatty acid synthase (Homo sapiens), P49327; inhibition, % at 15 µM;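 active = compounds whose normalised, plate-corrected inhibition of enzyme fluorescence in the single-dose primary screen is 50% or more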;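 also: 0% = DMSO with enzyme and 100% = substrate without enzyme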
Starred values were filed as active, the others as inactive; i = inactive; / = not tested or not shown. Compounds were not picked by outcome (roughly 3.9% active in at least one column).

SMILES	Rin1 Abl inh	MLLE-PAM2 inh	NadD block	Rpn11 inh	MT1-MMP act inh	Neddylation inh	SKN-1 inh	CSN inh	FAS TE block
COc1ccc(C(O)Cn2ccsc2=NC(C)=O)cc1 (centres undefined)	1	-3	-13	i	-2	i	-10	1	-3
O=C(Cn1cnc2ccccc2c1=O)Nc1ccc(S(=O)(=O)N2CCOCC2)cc1	0	1	2	i	2	i	1	2	-2
COc1ccc(N2CCN(CCCNC(=O)C3CCCN(S(=O)(=O)c4c(C)n[nH]c4C)C3)CC2)cc1 (centres undefined)	-1	4	-11	i	0	i	6	1	-6
COc1ccc(CC(=O)N/N=C(\C)c2cccnc2)cc1OC	1	12	-4	i	-1	i	-10	-1	-2
COc1cccc(N2CCN(C(=O)C3CCCN(S(=O)(=O)c4cnc[nH]4)C3)CC2)c1 (centres undefined)	-1	-13	0	i	-1	i	-2	0	-9
Cc1ccc(C)c(NC(=S)NCc2cccs2)c1	-2	8	6	i	6	i	5	-10	-5
C=CCN(c1ccccc1)S(=O)(=O)c1cccc(C(=O)Nc2nnc(SCC)s2)c1	1	-5	3	i	4	i	7	-2	9
CCN(CC(=O)NC1CCS(=O)(=O)C1)C(=O)COc1ccccc1-c1ccccc1 (centres undefined)	-2	-9	0	i	-4	i	-5	-1	-2
Cc1ccc(F)c(S(=O)(=O)NC(=O)C2(C)CCN2C(=O)CC2CCCCC2)c1 (centres undefined)	-1	6	-5	i	-1	i	-16	-1	-6
CC(=O)c1ccc(NC(=O)C(C)Sc2nnc3ccccn23)cc1 (centres undefined)	2	-7	3	i	7	i	8	4	-2
CCN(c1ccccc1)S(=O)(=O)c1ccc(OC)c(NC(=O)Cn2cnc3c2c(=O)n(C)c(=O)n3C)c1	5	-12	15	i	-2	i	-3	0	2
CC1CC(C)CN(CCCNC(=O)c2c(O)nc3ccccn3c2=O)C1 (centres undefined)	2	0	-1	i	2	i	5	-5	-5
O=C(CSc1nc2ccccc2s1)N/N=C/c1ccc(C(=O)O)cc1	-1	-4	-7	i	0	i	3	10	-2
CCN1CCN(C(=O)CCc2nc3ccccc3n2-c2ccccc2)CC1	2	3	-3	i	-1	i	6	1	-11
CC1CC(C)CN(C(=O)C2CCC(CNS(=O)(=O)c3ccccc3)CC2)C1 (centres undefined)	1	-8	1	i	-2	i	5	2	1

Continued (five carried over from the part before).
SMILES	Rin1 Abl inh	MLLE-PAM2 inh	NadD block	Rpn11 inh	MT1-MMP act inh	Neddylation inh	SKN-1 inh	CSN inh	FAS TE block
CCN(c1ccccc1)S(=O)(=O)c1ccc(OC)c(NC(=O)Cn2cnc3c2c(=O)n(C)c(=O)n3C)c1	5	-12	15	i	-2	i	-3	0	2
CC1CC(C)CN(CCCNC(=O)c2c(O)nc3ccccn3c2=O)C1 (centres undefined)	2	0	-1	i	2	i	5	-5	-5
O=C(CSc1nc2ccccc2s1)N/N=C/c1ccc(C(=O)O)cc1	-1	-4	-7	i	0	i	3	10	-2
CCN1CCN(C(=O)CCc2nc3ccccc3n2-c2ccccc2)CC1	2	3	-3	i	-1	i	6	1	-11
CC1CC(C)CN(C(=O)C2CCC(CNS(=O)(=O)c3ccccc3)CC2)C1 (centres undefined)	1	-8	1	i	-2	i	5	2	1
Cc1ccc(NC(=O)COC(=O)CNC(=O)C2CCCCC2)cc1S(=O)(=O)N(C)C	2	-12	-1	i	1	i	8	-5	-4
Cc1ccccc1CC1(CO)CCCN(Cc2ccc(C#CC(C)(C)O)cc2)C1 (centres undefined)	0	-8	-4	i	-2	i	6	-1	1
COc1ccc(OC)c(CN2CCN(C(=O)CNC(=O)c3ccc(C(C)(C)C)cc3)CC2)c1	2	4	-7	i	6	i	15	-4	-60
C=CCN1C(=O)C(Cc2ccc(Br)cc2)S/C1=N\N=C\c1ccco1 (centres undefined)	2	10	-2	i	1	i	-32	0	5
O=C1[C@@H](Oc2ccccc2)[C@@H](c2ccncc2)N1c1ccccc1	-2	-2	0	i	-1	i	10	0	-2
CCCCCOc1ccc(C2C(C(C)=O)=C(C)Nc3ncnn32)cc1OC (centres undefined)	-2	-9	-2	i	0	i	0	-2	-7
NC(=O)c1ccc(/C=N/O)[n+](Cc2ccccc2)c1	-1	10	3	i	-1	i	0	-5	-6
CNC(=O)C[C@@H]1C(=O)N(CCc2ccccc2)CC1(C)C	-1	-4	1	i	2	i	13	8	-7
Cc1cc(C)nc(N/N=C/c2ccncc2)n1	-4	-8	0	i	3	i	12	-3	-5
Nc1c(Cl)cc(Cl)cc1C(=O)OCC(=O)N1CCOCC1	0	-9	1	i	4	/	-2	-2	-6
COc1ccc(CCN2C(=O)CC(Cc3ccc(Br)cc3)C2=O)cc1OC (centres undefined)	0	19	-9	i	2	i	10	-9	-1
CC(=O)N1CCOc2ccc(S(=O)(=O)Nc3cccc(C)n3)cc21	-1	-1	1	i	4	i	0	0	-4
CC(NC(=O)c1ccc(Cl)c(S(=O)(=O)N2CCCCCC2)c1)c1cccnc1 (centres undefined)	2	10	-5	i	7	i	-5	-2	1
CCN(c1ccccc1)S(=O)(=O)c1ccc(C(=O)N2CCN(c3ccccc3F)CC2)cc1	4	16	-1	i	1	i	19	0	28
O=C(C[C@H]1C/C=C\CC[C@H](Cc2ccc(F)cc2)C(=O)OC[C@H]2CCCN2C1=O)N[C@@H](CO)Cc1ccccc1	0	5	-9	i	1	i	-14	-4	-5
COc1ccc(C(=O)Nc2nc3ccccc3s2)cc1	-6	17	-4	i	2	i	-8	0	10
Cc1ccc(S(=O)(=O)NCC(=O)OCC(=O)Nc2ccc3c(c2)OCCO3)cc1	1	-18	-11	i	1	i	-11	-4	-7
CCOC(=O)N1CCN(c2cc(=O)n(C3CCCCC3)c(=O)[nH]2)CC1	0	15	6	i	2	i	30	0	-2
COCCNC(=O)c1c(CSc2ccc(F)cc2)noc1C(=O)NCc1ccccc1	5	5	-4	i	2	i	-3	-1	10
O=C(Nc1nn(Cc2ccccc2F)cc1Br)c1cccs1	-1	10	4	i	-2	i	6	0	-5
O=C(Nc1ccccc1)NC1CCN(Cc2ccccc2)CC1	3	11	-5	i	-3	i	3	3	0
CN(C)C(CNC(=O)c1oc2ccccc2c1CSc1ncn[nH]1)c1ccco1 (centres undefined)	0	-18	2	i	-2	i	7	4	-43
CN(Cc1ccc(F)cc1)C(=O)c1cccc(NS(=O)(=O)c2ccccc2)c1	4	6	-2	i	2	i	-23	-2	11
Cc1c(C=O)c2ccccn2c1C(=O)c1ccc(F)cc1	0	7	-1	i	-7	i	9	6	9
CCN1CCN(C(=O)C2=CC(c3ccc(C)cc3)=NS(=O)(=O)N2C)CC1	-1	2	0	i	1	i	-11	1	0
CN(C)c1ccc(C(CC(=O)O)C(=O)O)cc1 (centres undefined)	3	4	-3	i	-3	i	-8	0	-9
CCOC(=O)N(C)c1c(CC)nc2c(OCc3cc(Cl)cc(Cl)c3)cccn12	2	6	0	i	-1	i	4	8	10
Cc1nn(-c2ccccc2)c2c1C(c1ccncc1)C(C#N)=C(N)O2 (centres undefined)	5	22	1	i	2	i	9	-6	-8
COc1cccc(NC(=S)NCCCN2CCOCC2)c1	0	10	-1	i	4	i	-2	-8	-4
COc1ccc(C2=NN(c3ccccc3)C(c3ccc(OC)c(OC)c3)C2)cc1 (centres undefined)	-2	2	-2	i	7	/	22	2	24
O=C(COC(=O)c1cccc(S(=O)(=O)N2CCOCC2)c1)c1ccccc1	1	0	-5	i	3	i	-3	2	6
CCCc1n[nH]c2c1C(=O)C(C(=O)OC)C(C)(C)C2 (centres undefined)	1	10	-6	i	-3	i	10	-5	-6
O=C(NCc1ccccc1)C1CC(=O)N(c2ccc(OCC(=O)N3CCOCC3)cc2)C1 (centres undefined)	4	11	-5	i	3	i	6	0	-8
CCOc1ccc(-c2noc(CCC(=O)NCCc3ccccc3)n2)cc1OC	1	-1	-10	i	-3	i	-3	1	4
CCCn1c(=O)n(N)c2ccccc21	-1	16	0	i	-2	i	0	-4	-12
O=C(NCc1cccnc1)c1cc(C2CCCN(S(=O)(=O)c3ccccc3)C2)on1 (centres undefined)	0	10	-1	i	-3	i	-1	-2	3
CCC(=O)Nc1cccc(NC(=O)COc2ccc(OC)cc2)c1	2	7	2	i	-3	i	28	1	-3
OCCNc1nc(-c2ccccc2)c2cc(Br)ccc2n1	-4	-2	-2	i	-1	i	6	1	-22
CC(=O)c1ccc(OCc2cc(C(=O)N3CCOCC3)no2)cc1	-2	-3	1	i	2	i	12	1	-4
O=C1c2ccccc2NC(c2ccccc2O)N1O (centres undefined)	1	-3	-2	i	0	i	-3	0	1
COc1ccccc1C(=O)Nc1ccc2c(c1)C(=O)NC2=O	-1	-11	6	i	0	i	-4	8	-4
CC(=O)Nc1c(-c2cc(=O)oc3cc(C)ccc23)oc2ccccc12	1	9	-1	i	-4	i	6	2	-1
Cc1ccc(S(=O)ONc2cccc(NOS(=O)c3ccc(C)cc3)c2)cc1 (centres undefined)	2	11	-8	i	-3	i	-8	-1	10
CCc1nc2ccccc2c(C(=O)NCc2ccccc2)c1C	-1	-2	-2	i	0	i	-10	-6	0
Cc1ccccc1NC(=O)Cn1c(C)nc2ccc(NC(=O)C3CC3)cc2c1=O	1	-10	8	i	5	i	-2	0	-9
CC1CCCC(C)N1Cc1cn2ccccc2n1 (centres undefined)	-3	1	3	i	3	i	2	1	-8
CCN(CC)c1ccc(C(=O)OCC(=O)Nc2ccccc2-c2ccccc2)cc1	-3	-1	3	i	-5	/	0	-5	34
CCOC(=O)C(C)Sc1nnc(-c2ccccc2O)n1Cc1ccccc1 (centres undefined)	0	-11	4	i	-1	i	-8	-4	-1
CN(C)C(CNC(=O)c1cccnc1Sc1ccccc1)c1ccco1 (centres undefined)	0	3	6	i	-3	i	17	0	-6
Cc1ccc(S(=O)(=O)N2CCCCC2)cc1NC(=O)c1ccc(=O)[nH]c1	0	-7	1	i	4	i	18	3	-8
CCOc1ccccc1NC(=O)n1ncc2c(C)cccc21	-1	7	-4	i	1	i	7	3	22
COc1ccc(N/C=C(\C#N)c2nc3ccccc3n2C)c(OC)c1	0	1	-3	i	3	i	-33	0	23
CCC(C)NC(=O)C1CCN(S(=O)(=O)c2cccc3nonc23)CC1 (centres undefined)	-3	-4	-3	i	2	i	11	3	-3
